# Screening results as filed in PubChem.
# HCV NS3 hel inh: blocks Hepatitis C virus NS3 helicase unwinding; NS3 helicase DNA unwinding, Cy5 molecular beacon fluorescence; inhibition, % at 10.9 µM; hit rate 0.56% among 290,000;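 active = inhibition above the mean of all tested compounds plus 3 SD, set per campaign, cut at about 35% in these data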;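 note: 0% = DMSO wells and 100% = thioflavine S control wells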
#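 Measured by: Cy5 fluorescence, 0 and 60 min reads / Assay system: NS3 helicase fragment of HCV / Control set: low DMSO, high thioflavine S at 110 µM / Times: 1 h reaction at 25 °C, ATP-initiated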
# VIM-2 inhibitor: inhibitors of Pseudomonas aeruginosa VIM-2 metallo-beta-lactamase | purified VIM-2, nitrocefin hydrolysis, epi-absorbance fluorescence | inhibition, % at 5.6 µM | AID 1527 | hit rate 0.89% among 290,000;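 active = inhibition above the mean of all tested compounds plus 3 SD, cutoff set per screening run, cut at about 7.5% in these data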;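 note: red hydrolysis product quenches plate fluorescence so inhibitors raise well fluorescence; 0% = enzyme with DMSO and 100% = DMSO without enzyme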
# M18AAP inhibitor: PfM18AAP enzyme inhibition; hit rate 1.2% among 290,000; recombinant PfM18AAP, H-Glu-NHMec fluorogenic cleavage; inhibition, % at 7.35 µM; AID 1822;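 active = inhibition above the campaign mean inhibition over all tested compounds plus 3 SD, cut at about 28% in these data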;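 note: 0% = plate median of test compound wells and 100% = 2 mM ZnCl2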
# MEKK2wt PB1 HTS: raises or lowers MEK5 binding to wildtype human MEKK2 PB1 domain; Q9Y2U5; bead flow cytometry, Alexa488-MEK5 binding to MEKK2 WT; actives lie on both sides; binding response (% of control), % at 10 µM; hit rate 1.1% among 290,000; AID 1531; in the data active = binding response below about 67% or above about 130%
# NALP1 inh: NALP1 inhibition; S. cerevisiae NALP1/ASC/caspase-1 growth, X-gal OD620, 72 h; hit rate 0.61% among 280,000; inhibition, % at 10 µM; in the data active = inhibition mostly above about 24%, no sharp cut-off; inactive = mostly below about 32%; note: some compounds called inactive have numbers as strong as hits
# UBC9 SUMO inh: SUMOylation inhibition | HTRF SUMOylation assay, SAE1/SAE2 + UBC9, in vitro | P63279 | inhibition, % at 35 µM | hit rate 0.36% among 290,000; in the data active = inhibition above about 50%, passing the limit was not always enough; note: strong numbers were not always called active
# Target sequence (P63279 whole entry, looked up): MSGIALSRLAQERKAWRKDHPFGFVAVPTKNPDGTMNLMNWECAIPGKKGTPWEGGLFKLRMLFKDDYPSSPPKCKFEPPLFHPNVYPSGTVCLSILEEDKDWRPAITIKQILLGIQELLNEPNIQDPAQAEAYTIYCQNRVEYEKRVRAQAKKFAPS
# MEKK2mut PB1 HTS: signal of MEK5 binding to mutant human MEKK2 PB1 domain. bead flow cytometry, Alexa488-MEK5 binding to MEKK2 mutant. percent response, % at 10 µM. hit rate 0.35% among 290,000. AID 1530; in the data active = percent response above about 24%, passing the limit was not always enough; note: inactives centre near 1; some results filed as inactive read as strong as hits
# FID counter: fluorescent intercalator displacement, NS3 helicase counter-screen; DNA fluorescent intercalator displacement, fluorescence; inhibition, % at 7.9 µM; hit rate 0.17% among 290,000; AID 1845; in the data active = inhibition above about 37%;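 note: 0% = vehicle and 100% = reference compound; higher means more ethidium bromide displaced from hairpin DNA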
# IMP-1 inh: blocks Pseudomonas aeruginosa IMP-1 metallo-beta-lactamase; purified IMP-1, nitrocefin hydrolysis, epi-absorbance fluorescence; inhibition, % at 5.6 µM; hit rate 0.45% among 290,000; AID 1556;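 active = inhibition above the mean plus 3 SD of all compounds in the same screening run, cut at about 4.5% in these data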;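 note: 0% = IMP-1 with DMSO and 100% = DMSO wells lacking enzyme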
#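 System: purified recombinant IMP-1 beta-lactamase. Medium: Zinc- and detergent-supplemented HEPES buffer, pH 7.1. Compound: one 5.6 µM dose […]. Schedule: 15 min preincubation plus 25 min reaction at 25 °C. Technique: Epi-absorbance fluorescence, 480 nm excitation, 530 nm emission.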
# Active calls of the source: *; / = not tested or not shown.
SMILES,HCV NS3 hel inh,VIM-2 inhibitor,M18AAP inhibitor,MEKK2wt PB1 HTS,NALP1 inh,UBC9 SUMO inh,MEKK2mut PB1 HTS,FID counter,IMP-1 inh
CC1CN(C(=O)c2cc3ccccc3oc2=O)CC(C)O1 (stereo not drawn),4,-0.3,-4,96,-10,11,-8,1,0.8
COc1ccc(CNC(=O)COC(=O)/C=C/c2ccco2)cc1,-3,-0.7,-1,91,6,19,-3,-2,-2.0
COc1ccc(NC(=O)c2ccco2)cc1NC(=O)COc1ccccc1,-4,-0.7,-6,109,-11,14,5,-21,-0.3
Cc1nc(NC(=O)COc2ccccc2)sc1C(=O)Nc1ccccc1,2,0.0,6,99,/,-6,-1,-1,-2.1
Cc1ccc(SCc2c(C(=O)N/N=C/C3CC=CCC3)nnn2-c2nonc2N)cc1 (stereo not drawn),-12,-4.7,3,100,-26,-27,-3,-11,-3.4
Nc1nnc(CC(=O)N/N=C\c2ccc(-c3cccc(Cl)c3)o2)s1,14,-1.8,8,105,/,5,16,-15,-3.6
Cc1ccc(N2CC(C(=O)NCc3cccnc3)CC2=O)cc1 (stereo not drawn),-2,-2.0,-1,101,27,3,2,-4,-1.6
CC(=O)c1c(C)[nH]c(-c2ccccc2)c1C,-5,0.1,-4,103,24,-3,-1,-2,-1.7
C/C(=N\N=C(/N)SC1CC(=O)N(c2ccc(Cl)cc2)C1=O)c1cccs1 (stereo not drawn),-26,-3.4,4,92,22,2,-4,-9,-3.9
Cc1c(NS(=O)(=O)c2ccccc2F)c(=O)n(-c2ccccc2)n1C,17,0.5,2,101,16,/,-4,2,0.5
COc1ccc(CNC(=O)C2CCCN2S(=O)(=O)c2ccc(C)cc2)cc1 (stereo not drawn),3,-2.2,-3,114,6,-19,3,-24,-2.8
COc1ccc(CCNS(=O)(=O)c2ccc(C3CNC(=O)C3)cc2)cc1OC (stereo not drawn),-4,-0.4,0,93,20,-1,4,-8,1.7
Cc1ccc(S(=O)(=O)NC(C)(C)CN2CCCCC2)cc1,-4,-2.0,-5,105,15,6,4,0,-2.3
OCCN1CCN(C(=S)Nc2ccc(Oc3ccccc3)cc2)CC1,-16,-1.6,5,100,13,9,-4,2,1.5
ClC(Br)=C(n1cnc2ccccc21)n1cnc2ccccc21,-10,0.9,-14,/,-3,15,/,-19,-1.9
CN1/C(=N\O)c2cccc3cccc1c23,-3,2.9,1,94,16,36,-4,6,-4.0
O=C(CSc1nnc(NC(=O)C2CCC2)s1)NC1CC1,2,-3.2,-5,103,-3,-1,2,-1,-3.0
O=C(NCCN1CCOCC1)c1sc2ccccc2c1Cl,-4,-1.3,-8,101,5,-13,-39,0,-1.2
COc1ccc(CN2C(=O)CS/C2=N/N=C/c2cccs2)cc1,2,-3.0,-1,106,/,-24,-2,-3,-3.0
CCNC(=S)Nc1cc(OCC)c(NC(=O)c2cccs2)cc1OCC,4,-5.5,2,92,/,4,1,-6,-5.4
CCn1c(SCC(=O)NCc2ccccc2)nc2nc3c(cc2c1=O)CCCC3,-6,-4.2,0,101,-10,18,1,-30,-3.7
COc1ccc(-c2nnc(Nc3nc4c(OC)cccc4s3)o2)c(OC)c1,0,-2.5,-2,102,0,-106,2,-22,-3.8
O=C(COC(=O)/C=C/c1ccccc1Cl)NCc1ccco1,5,1.2,23,92,-11,4,-11,-17,-1.1
COc1cc(NC(=O)c2ccco2)c(C(=O)OCC(=O)Nc2ncc(Cl)cc2Cl)cc1OC,0,-1.9,-4,107,-1,-8,-1,-1,-3.7
Cn1c(=O)[nH]c(=O)c2c1nc(N1CCCCCC1)n2CCSc1nc2ccccc2o1,1,-1.1,4,100,-2,-28,0,0,-2.4
COc1ccc(CC(=O)Nc2ccc(C(=O)Nc3ccccc3C(=O)O)cc2)cc1OC,17,-4.1,3,101,34,4,-2,-20,-2.5
O=C(CSc1nnc(-c2cccc(F)c2)o1)N1CCOCC1,-12,-2.8,0,100,24,11,1,-4,-2.2
N#Cc1ccc(CSc2nnc(-c3ccncc3)o2)cc1,-5,-4.2,1,107,-15,-7,1,-5,-4.1
CC(c1ccncn1)N(C)C(=O)c1ccc2oc(Cc3ccccc3)nc2c1 (stereo not drawn),-1,1.0,2,96,1,-6,-4,-37,-0.2
COC(=O)c1ccc(Cn2nc(C)c([N+](=O)[O-])c2C)o1,14,1.4,-12,82,10,12,-12,0,-2.6
CCn1cc(Br)c(C(=O)Nc2ccc(Cl)cc2Cl)n1,-5,-5.6,-2,98,-10,11,-1,-4,-2.9
COCc1cc(C)nc(SCC[N+](C)(C)CC(=O)c2ccccc2)c1C#N,7,-2.8,3,105,-2,-3,6,10,-1.3
COc1ccc(-n2c(C)cc(/C=C3\C(=O)NN(c4ccccc4)C3=O)c2C)cc1,1,-3.7,0,97,22,3,1,-4,-4.4
CC(=O)c1c(C)[nH]c(C(=O)Nc2ccc(C)c(C)c2)c1C,-7,-3.3,1,97,25,12,3,-6,1.3
CC1CN(C(C)C)C(C)CC1OC(=O)c1ccccc1 (stereo not drawn),-3,-0.4,-6,110,13,-5,4,0,-1.1
N#Cc1ccccc1NC(=O)COC(=O)CCc1ccc(S(=O)(=O)N2CCCCC2)cc1,16,0.6,-2,105,15,-16,2,-22,1.6
CC(C)(C)N1CCC1CN (stereo not drawn),11,-2.2,-3,87,/,6,-27,-3,-4.4
COc1ccccc1CC(=O)Nc1ccc2c(c1)C(=O)NC2=O,4,0.5,0,66,-27,3,-12,-1,-0.2
CCN(CC)CCCNC(=O)c1[nH]c(C)c(C(=O)NC2CCCCC2)c1C,9,-2.2,8,92,-2,13,-2,10,-0.6
CCOC(=O)c1c(C2COc3ccccc3O2)csc1NC(=O)c1ccccc1 (stereo not drawn),4,-2.8,-9,84,-6,19,-11,1,-2.6
CCOc1ccc(S(=O)(=O)N(C)CC(=O)NCc2ccc3c(c2)OCO3)cc1,-2,-2.8,-2,94,6,1,-2,-27,-2.7
Cc1ccccc1Oc1ccc(-c2nc(N)nc(N)n2)cc1,-12,-1.0,-8,97,-4,-2,-1,-6,-2.5
O=C(O)c1ccc(NC(=O)c2ccccc2NC(=O)c2ccccc2Br)cc1,4,1.9,-2,100,-8,3,0,-14,-2.2
COc1ccc(NC(=O)C(CCS(C)(=O)=O)NC(C)=O)cc1 (stereo not drawn),-2,-1.9,0,92,9,-27,-6,1,-2.6
CC1CCN(C(=O)Oc2ccccc2)CC1,-4,-1.3,3,100,-10,8,-2,-1,-0.7
COCc1cc(C)nc(N/N=C/c2ccc(Cl)c(Cl)c2)c1C#N,4,-3.1,0,101,32,-3,-1,-3,-3.2
O=C(OCC(=O)N1CCN(C(=O)c2ccco2)CC1)c1sc2ccccc2c1Cl,-2,-1.8,1,98,-2,1,0,-3,-1.7
CC(C)CCN1CCN(Cc2cn[nH]c2C2CCCCC2)CC1CCO (stereo not drawn),-10,-2.5,2,/,11,7,/,1,-2.2
COc1ccc(CN2CCOCCOCCOCCOCC2)cc1,5,-1.5,2,-3.0*,-3,3,19,-1,-3.0
CC1CCCN(C(=O)c2cc3c(-c4ccc(Cl)cc4)nn(C)c3s2)C1 (stereo not drawn),1,-4.5,6,108,-2,-20,3,-7,-3.0
O=C(Nc1ccnn1C1CCN(C(=O)c2cc(Cl)ccc2F)CC1)C1CCOC1 (stereo not drawn),-4,-0.9,-4,103,9,0,1,-13,-1.0

# Structural class, those above containing an aryl thioether with sulfur outside any ring
SMILES,HCV NS3 hel inh,VIM-2 inhibitor,M18AAP inhibitor,MEKK2wt PB1 HTS,NALP1 inh,UBC9 SUMO inh,MEKK2mut PB1 HTS,FID counter,IMP-1 inh
Cc1ccc(SCc2c(C(=O)N/N=C/C3CC=CCC3)nnn2-c2nonc2N)cc1 (stereo not drawn),-12,-4.7,3,100,-26,-27,-3,-11,-3.4
O=C(CSc1nnc(NC(=O)C2CCC2)s1)NC1CC1,2,-3.2,-5,103,-3,-1,2,-1,-3.0
CCn1c(SCC(=O)NCc2ccccc2)nc2nc3c(cc2c1=O)CCCC3,-6,-4.2,0,101,-10,18,1,-30,-3.7
Cn1c(=O)[nH]c(=O)c2c1nc(N1CCCCCC1)n2CCSc1nc2ccccc2o1,1,-1.1,4,100,-2,-28,0,0,-2.4
O=C(CSc1nnc(-c2cccc(F)c2)o1)N1CCOCC1,-12,-2.8,0,100,24,11,1,-4,-2.2
N#Cc1ccc(CSc2nnc(-c3ccncc3)o2)cc1,-5,-4.2,1,107,-15,-7,1,-5,-4.1
COCc1cc(C)nc(SCC[N+](C)(C)CC(=O)c2ccccc2)c1C#N,7,-2.8,3,105,-2,-3,6,10,-1.3
